STAT1 blocker – reduces IFN-gamma driven STAT1 reporter signal. NIH 3T3 STAT1-luciferase reporter, luminescence. inhibition, % at 5.5 µM. hit rate 0.35% among 200,000;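 active means inhibition above a set limit, the mean inhibition across all tested compounds plus 3 SD, cut at about 34% in these data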;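 further: 0% = IFN-gamma with DMSO and 100% = IFN-gamma with 300 µM nifuroxazide; values of inactives mirror those of a sister screen read the other way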
STAT3 blocker – reduces IL-6 driven STAT3 reporter signal; U3A cells, IL-6 STAT3-luciferase reporter, luminescence; host cell line lacks STAT1; inhibition, % at 5.5 µM; hit rate 0.89% among 190,000;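 active means inhibition above the mean inhibition across all screened compounds plus 3 SD, cut at about 44% in these data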;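 further: 0% = DMSO only wells and 100% = 100 µM nifuroxazide control wells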
STAT1 act – increases IFN-gamma driven STAT1 reporter signal; NIH 3T3 STAT1-luciferase reporter, luminescence; 100% = IFN-gamma alone, no compound; activation (% of control), % at 5.5 µM; hit rate 2.6% among 200,000; AID 932;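 active means activation above the screen-wide mean activation plus 3 SD, cut at about 130% in these data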;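 further: raw ratio to IFN-gamma control signal so 100% means no change and 0% no light; values of inactives mirror those of a sister screen read the other way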
APP transl inh – APP translation inhibition; SH-SY5Y APP 5'UTR-luciferase reporter, luminescence; AID 1285; hit rate 0.82% among 190,000; inhibition, % at 2 µM;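 active means inhibition above a set limit, derived from the sample mean plus 3 SD, cut at about 45% in these data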; further: values of inactives mirror those of a sister screen read the other way
APP 5'UTR act – APP 5'UTR luciferase reporter activation. SH-SY5Y APP 5'UTR luciferase reporter, luminescence; zero percent = DMSO vehicle wells. activation, % at 2 µM. hit rate 1% among 190,000. AID 1276;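 active means activation above a set limit, based on mean plus 3 SD of controls, cut at about 140% in these data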; further: values of inactives mirror those of a sister screen read the other way
NF-kB expr up – NF-kB expression increase, human neuronal cells; hit rate 1.6% among 190,000; fold change at 12.5 µM; NF-kB reporter expression; stronger effect = higher value; AID 1239; in the data active means fold change above about 3.3
FLuc stim CS – affects firefly luciferase, flagging false hits in luciferase stimulation screens | P08659 | 200,000 tested, under 10 active | AID 1027 | activation factor at 10 µM | ATPlite luciferase biochemical, luminescence, 10 min; 0 = ATP-free wells, 1 = DMSO control;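 active means luciferase activation factor, scaled between plate controls, of at least 2 with compound at 10 µM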
Target sequence (P08659 whole entry, looked up): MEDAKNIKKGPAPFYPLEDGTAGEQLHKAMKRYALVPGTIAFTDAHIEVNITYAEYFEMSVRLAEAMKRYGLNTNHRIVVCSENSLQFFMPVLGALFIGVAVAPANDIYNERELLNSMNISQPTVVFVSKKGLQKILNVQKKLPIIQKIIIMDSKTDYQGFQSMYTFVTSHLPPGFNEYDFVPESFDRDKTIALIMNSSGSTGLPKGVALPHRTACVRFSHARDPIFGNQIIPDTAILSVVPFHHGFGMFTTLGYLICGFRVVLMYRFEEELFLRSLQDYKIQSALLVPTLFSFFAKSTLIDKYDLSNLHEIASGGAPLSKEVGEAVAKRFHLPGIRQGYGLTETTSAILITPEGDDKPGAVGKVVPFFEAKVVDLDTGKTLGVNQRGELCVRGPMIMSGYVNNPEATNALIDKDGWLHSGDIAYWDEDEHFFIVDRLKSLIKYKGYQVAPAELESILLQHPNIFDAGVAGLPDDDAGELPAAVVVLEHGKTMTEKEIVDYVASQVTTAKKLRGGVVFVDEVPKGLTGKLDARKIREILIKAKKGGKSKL
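System: Luciferase/luciferin detection reagent, cell-free biochemical luciferase assay | Medium: PBS buffer for ATP | Dosing: Test compounds dosed from 2 mM stocks in 100% DMSO | Timing: 10 min at ambient temperature | Signal: Luminescence measurement of luciferase light output | Evaluation: Luciferase activation, seen as luminescence increase over controls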
ROMK mod – human ROMK K+ channel modulation, primary screen. P48048. Tet-inducible ROMK, thallium flux fluorescence; actives lie on both sides. B-score at 10 µM. hit rate 2% among 130,000;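 active means signal ratio slope over the read window, or its plate-corrected B-score, at least 3 SD from the plate mean, either direction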;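 further: B-score of the F/F0 ratio slope over 7 to 12 s after thallium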
Target sequence (P48048 whole entry, looked up): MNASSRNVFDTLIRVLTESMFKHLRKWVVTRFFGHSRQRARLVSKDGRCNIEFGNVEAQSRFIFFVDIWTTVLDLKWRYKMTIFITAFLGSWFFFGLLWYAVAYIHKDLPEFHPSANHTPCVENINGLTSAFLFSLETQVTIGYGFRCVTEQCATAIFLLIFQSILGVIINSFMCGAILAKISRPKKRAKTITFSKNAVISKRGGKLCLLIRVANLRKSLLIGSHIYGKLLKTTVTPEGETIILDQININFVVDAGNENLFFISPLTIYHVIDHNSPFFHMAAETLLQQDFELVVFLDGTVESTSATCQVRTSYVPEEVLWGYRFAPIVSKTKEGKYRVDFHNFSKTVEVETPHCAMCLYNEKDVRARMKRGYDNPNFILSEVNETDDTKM
STAT3 act – increases IL-6 driven STAT3 reporter signal. hit rate 0.91% among 190,000. U3A cells, IL-6 STAT3-luciferase reporter, luminescence; 100% = signal with IL-6 EC80 alone. AID 871. activation (% of control), % at 5.6 µM;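 active means activation above the screen-wide mean of compound activation plus 3 SD, cut at about 130% in these data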;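 further: 0% = background luminescence of wells with medium and substrate only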
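Detection: reporter luminescence signal / Assay system: STAT1-lacking human U3A cells, STAT3 luciferase reporter / Incubation: compound pre-incubation 1 h before IL-6, then 6 h stimulation at 37 °C / Control set: IL-6-only high control / Read-out: % activation relative to IL-6 control / Probe or stimulus: Interleukin-6, 33 ng/mL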
FLuc inhib CS – inhibits firefly luciferase, flagging false hits in luciferase inhibition screens | inhibition, % at 10 µM | hit rate 1.5% among 200,000 | ATPLite firefly luciferase biochemical luminescence, 10 min | P08659 | AID 1006;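 active means inhibition above about 50% when tested at 10 µM, limit read from the data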
* hit, by the source's call; x = not tested or not shown.

1. Cc1cc(N2CCCC2)nc2ccc(NC(=S)NC(C)C)cc12
2. COc1ccc(/C=N/NC(=O)c2ccc(Br)o2)cc1Cn1cc([N+](=O)[O-])cn1
3. COc1ccc(N2CCN(CCCNC(=O)C3CCCN(S(=O)(=O)c4cnc[nH]4)C3)CC2)cc1 (stereo unspecified)
4. CCOC(=O)C1=C(C)NC2=C(C(=O)CCC2)C1c1ccsc1 (stereo unspecified)
5. CC1(C)Cc2c(C#N)c(N3CCN(C(=O)c4ccco4)CC3)nc(-c3ccco3)c2CS1
6. N#Cc1c2n(c3c(=O)n(Cc4ccc(Cl)cc4)cnc13)CCCCC2
Assay by compound	1	2	3	4	5	6
STAT1 blocker	-19	-16	1	-2	-2	-11
STAT3 blocker	21	-12	-5	12	5	-11
STAT1 act	114	115	100	102	102	110
APP transl inh	4	-3	10	18	17	6
APP 5'UTR act	-4	3	-10	-18	-17	-6
NF-kB expr up	1.2	1.1	0.8	1.4	0.75	0.73
FLuc stim CS	1.1	0.9	1	1	1	1
ROMK mod	0.54	0.052	x	x	2	0.21
STAT3 act	86	108	105	94	98	116
FLuc inhib CS	-5	6	-1	-3	-2	-4

Quoted from above, entries 3 to 6
3. COc1ccc(N2CCN(CCCNC(=O)C3CCCN(S(=O)(=O)c4cnc[nH]4)C3)CC2)cc1 (stereo unspecified)
4. CCOC(=O)C1=C(C)NC2=C(C(=O)CCC2)C1c1ccsc1 (stereo unspecified)
5. CC1(C)Cc2c(C#N)c(N3CCN(C(=O)c4ccco4)CC3)nc(-c3ccco3)c2CS1
6. N#Cc1c2n(c3c(=O)n(Cc4ccc(Cl)cc4)cnc13)CCCCC2
Assay by compound	3	4	5	6
STAT1 blocker	1	-2	-2	-11
STAT3 blocker	-5	12	5	-11
STAT1 act	100	102	102	110
APP transl inh	10	18	17	6
APP 5'UTR act	-10	-18	-17	-6
NF-kB expr up	0.8	1.4	0.75	0.73
FLuc stim CS	1	1	1	1
ROMK mod	x	x	2	0.21
STAT3 act	105	94	98	116
FLuc inhib CS	-1	-3	-2	-4

(further entries)
7. CCC(C)c1ccccc1NC(=O)COC(=O)C1=COCCO1 (stereo unspecified)
8. Cc1oc(-c2ccccc2Cl)nc1CN1CCCCC1CO (stereo unspecified)
9. CCOC(=O)Cc1cc(=O)n2[nH]c(C)c(-c3ccccc3OC)c2n1
10. Cc1noc(C)c1CSc1nnc(-c2ccncc2)n1-c1ccc(Cl)c(Cl)c1
11. O=C(OCc1ccccc1Cl)c1ccccc1C(=O)c1ccccc1
12. Cc1cccc(NC2=CC(=O)CC(C)(C)C2)c1C
Assay by compound	7	8	9	10	11	12
STAT1 blocker	4	-8	1	7	-13	7
STAT3 blocker	3	1	0	4	9	-1
STAT1 act	95	107	99	94	111	91
APP transl inh	-17	-16	5	-2	-15	-9
APP 5'UTR act	17	16	-5	2	15	9
NF-kB expr up	1.3	1.1	1.4	1.1	1.5	1.1
FLuc stim CS	1	1	1.1	1	1	1
ROMK mod	-0.16	0.37	-0.46	0.14	x	-0.6
STAT3 act	104	105	105	102	102	104
FLuc inhib CS	-3	-4	-6	-1	-2	-4

13. O=C(CN1C(=O)c2ccccc2C1=O)c1ccccc1
14. COC(=O)c1cc(N2CCN(C)CC2)nc2ccccc12
15. COc1ccc(N2CCN(C(=O)C(Cc3ccccc3)n3cccc3)CC2)cc1 (stereo unspecified)
16. COc1ccc(-c2nnc3ccc(SC(C(C)=O)C(C)=O)nn23)cc1OC
17. CC(C)(C)NC(=O)CSc1nnc(Cc2ccc3c(c2)OCO3)n1C1CCCCC1
18. O=Cc1nc(-c2ccc(Cl)cc2)n2ccccc12
Assay by compound	13	14	15	16	17	18
STAT1 blocker	-10	-5	3	3	3	2
STAT3 blocker	7	8	14	6	6	7
STAT1 act	109	103	97	97	98	98
APP transl inh	-16	1	4	3	-4	-35
APP 5'UTR act	16	-1	-4	-3	4	35
NF-kB expr up	1.3	0.9	0.89	0.68	1.1	1.1
FLuc stim CS	1	1	1.1	1	1	1
ROMK mod	x	-1.2	x	x	x	x
STAT3 act	96	102	95	98	99	93
FLuc inhib CS	1	-4	-8	0	-2	-3

19. COC(c1ccccc1)c1nnc(CCC(=O)N2CCN(Cc3cccs3)CC2)o1 (stereo unspecified)
20. O=c1[nH]cnc2ccsc12
21. CC1(C)CC(=O)c2cn3c(nc2C1)nc1ccccc13
22. Cc1ccc(-c2ccc(CCC(=O)O)n2-c2cccc(O)c2)cc1
23. CSc1nc2ccccc2cc1/C=C(\C#N)c1ccc(Cl)cc1Cl
24. COC(=O)c1ccc(-c2ccco2)n1Cc1ccccc1Cl
Assay by compound	19	20	21	22	23	24
STAT1 blocker	-2	-7	-2	-6	5	-1
STAT3 blocker	5	-8	2	3	12	-6
STAT1 act	101	106	102	106	95	101
APP transl inh	-8	8	-6	-95	6	-4
APP 5'UTR act	8	-8	6	95	-6	4
NF-kB expr up	1.6	1.2	1	1.3	0.91	0.88
FLuc stim CS	1	1	1.1	1	1	1.1
ROMK mod	-0.1	0.74	0.018	0.88	x	0.86
STAT3 act	100	108	100	104	90	102
FLuc inhib CS	-1	-1	-6	0	-2	-10

25. CC1CCCCC12NC(=O)N(CC(=O)Nc1ccccc1N1CCOCC1)C2=O (stereo unspecified)
26. NC(=O)CC[C@@H]1NC(=O)[C@H](CO)NC(=O)c2cc([N+](=O)[O-])cc(I)c2NCC[C@@H](C(N)=O)NC1=O
27. O=C(Nc1cc([N+](=O)[O-])ccc1N1CCOCC1)c1ccco1
28. C1CCc2nnc(-c3nnc4n3CCCCC4)n2CC1
29. CC(C)Cc1nc(SCC(=O)Nc2ccc(S(N)(=O)=O)cc2)n[nH]1
30. O=C(c1cc(Cl)ccc1[N+](=O)[O-])N1CCc2ccccc2C1
Assay by compound	25	26	27	28	29	30
STAT1 blocker	8	5	-4	2	1	2
STAT3 blocker	4	2	8	-2	3	4
STAT1 act	92	96	101	98	99	99
APP transl inh	-16	-10	-3	-14	-6	0
APP 5'UTR act	16	10	3	14	6	0
NF-kB expr up	1.2	1.4	1.2	1.1	1.1	1.2
FLuc stim CS	1.1	1	1	1.1	1	1
ROMK mod	-0.37	-1.4	1.3	x	0.64	-1.9
STAT3 act	98	95	97	103	101	104
FLuc inhib CS	-5	5	-4	-6	-2	-3

31. Cc1cc(C)cc(C(=O)NCC(=O)OCC(=O)c2cc(C)n(CC(F)(F)F)c2C)c1
32. N#Cc1ccc(Cl)cc1NC(=O)COC(=O)[C@H](CCC(N)=O)NC(=O)c1ccc(F)cc1
33. COc1cc(/C=C2/NC(=O)N(Cc3ccccc3F)C2=O)cc(OC)c1O
34. CCc1nc(N=C(N)N)nc2ccccc12
35. COC(=O)c1ccc(-c2noc(CN3C[C@H]4CC[C@H]3C4)n2)cc1
36. Cc1cc2nc(SCC(=O)N(C)C)c3c(c2cc1C)CCCC3
Assay by compound	31	32	33	34	35	36
STAT1 blocker	5	-8	-11	7	-33	2
STAT3 blocker	-3	4	6	9	-5	0
STAT1 act	96	108	109	95	128	98
APP transl inh	4	2	1	-13	-13	-9
APP 5'UTR act	-4	-2	-1	13	13	9
NF-kB expr up	1.3	1.2	0.8	1.1	x	0.89
FLuc stim CS	1	1	1	1	1	1
ROMK mod	0.03	0.65	-0.97	0.34	0.041	x
STAT3 act	106	104	99	97	109	105
FLuc inhib CS	-4	-3	0	-1	0	-1

37. COc1cc(CCN2C(=O)c3cccc4cccc(c34)C2=O)c(S(=O)(=O)NCCO)cc1OC
38. Cc1nc2ccc(-n3ccc(=O)cc3)cc2s1
39. CCCS(=O)(=O)N1CCCC(c2nc(-c3cccc(OC)c3)no2)C1 (stereo unspecified)
40. Cc1oncc1-c1cn2ccccc2n1
41. CC(C)CNC(=O)COC(=O)CCC(=O)c1ccc(Cl)cc1
42. Cc1cccc(N2C(=S)N=C(Nc3c(C)cccc3C)C23CCOC(C)(C)C3)c1 (stereo unspecified)
Assay by compound	37	38	39	40	41	42
STAT1 blocker	-1	-1	4	-3	-2	-8
STAT3 blocker	15	9	0	2	3	4
STAT1 act	101	101	96	103	101	108
APP transl inh	-7	4	-18	x	-23	-7
APP 5'UTR act	7	-5	18	x	23	7
NF-kB expr up	0.39	1.2	1.3	1.2	1.4	1.2
FLuc stim CS	0.9	1.1	1	1	1	1
ROMK mod	x	0.59	0.03	-0.93	0.5	0.51
STAT3 act	84	97	104	104	99	101
FLuc inhib CS	7	-10	-3	-3	-4	-3

43. Cc1ccc(C2CC(=O)NC(SCCC(C)C)=C2C#N)cc1 (stereo unspecified)
44. COc1ccc(OC)c(NC(=O)CSc2nnc(CNC(=O)c3ccco3)o2)c1
45. O=C(O/N=C(/c1ccccc1)c1ccncc1)c1ccccc1[N+](=O)[O-]
46. Cn1ncc2cc(NC(=S)NC(=O)c3ccccc3)ccc21
47. O=C1c2cccc3cccc(c23)C(=O)N1Cc1ccco1
48. Cc1cc(C)c(OCCN(C)Cc2ccccc2)c(Br)c1
Assay by compound	43	44	45	46	47	48
STAT1 blocker	4	8	-7	-16	-2	-2
STAT3 blocker	2	-6	-13	7	-7	7
STAT1 act	96	92	105	115	100	100
APP transl inh	-5	12	-10	-95	-1	2
APP 5'UTR act	5	-12	10	95	1	-2
NF-kB expr up	1.1	1.1	1.5	2.4	1.1	1.4
FLuc stim CS	1	1	1.1	0.8	1	1
ROMK mod	x	0.79	-0.89	x	0.23	-0.75
STAT3 act	106	105	113	103	111	103
FLuc inhib CS	-3	0	-9	24	-4	-3

49. C=CCSc1nnc(CSc2nc3sc4c(c3c(=O)[nH]2)CCCC4)n1-c1ccccc1
50. COc1ccc2[nH]c(C)c(CCN(Cc3cccs3)C(=S)Nc3ccc(F)cc3)c2c1
51. Cc1ccccc1CC1(CO)CCCN(C(=O)c2cc(-c3ccccc3)no2)C1 (stereo unspecified)
52. C#CCSc1nc2[nH]ncc2c(=O)[nH]1
53. CCOC(=O)Cc1cc(-c2ccc(O)cc2)nc2ccc3ccccc3c12
54. Cc1ccc(OC(=O)c2ccc3snnc3c2)cc1
Assay by compound	49	50	51	52	53	54
STAT1 blocker	-3	14	-4	7	4	2
STAT3 blocker	1	9	9	7	-3	16
STAT1 act	102	87	104	94	97	98
APP transl inh	8	8	-18	-1	-11	10
APP 5'UTR act	-8	-8	18	1	11	-10
NF-kB expr up	0.91	0.58	1.2	1.2	1.2	1.3
FLuc stim CS	1	1.1	1	1	1.1	0.9
ROMK mod	x	x	-0.78	0.019	0.051	x
STAT3 act	104	100	97	94	107	95
FLuc inhib CS	-3	-7	-1	-5	-5	10

55. O=C(CN(c1ccc(F)cc1)S(=O)(=O)c1ccc2c(c1)OCCO2)NCc1ccccn1
56. COc1ccc(CCN2C(=O)NC(NS(=O)(=O)c3ccc(NC(C)=O)cc3)(C(F)(F)F)C2=O)cc1OC (stereo unspecified)
57. Cc1ccccc1NC(=S)NC(=O)c1cc(-c2ccccc2)nc2ccccc12
58. O=c1[nH]c(N2CCc3ccccc3C2)nc2c1CCCC2
Assay by compound	55	56	57	58
STAT1 blocker	0	-10	-11	2
STAT3 blocker	9	8	-1	37
STAT1 act	100	106	110	98
APP transl inh	-9	5	-1	10
APP 5'UTR act	9	-5	1	-10
NF-kB expr up	1.1	1.1	0.79	x
FLuc stim CS	1.1	1	1.1	x
ROMK mod	x	-1.1	x	x
STAT3 act	100	97	106	72
FLuc inhib CS	-6	-3	-6	x

Screening data: PubChem, several laboratories
